From PubChem
RAD52 inh – blocks human RAD52 DNA annealing. inhibition, % at 18.7 µM. recombinant RAD52 DNA annealing, FRET fluorescence. 360,000 tested, 0.46% active. P43351. AID 651710;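 active = every replicate showing at least 50% inhibition; inconclusive = mean inhibition at least 50% but not in every replicate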
Target sequence (P43351 whole entry, looked up): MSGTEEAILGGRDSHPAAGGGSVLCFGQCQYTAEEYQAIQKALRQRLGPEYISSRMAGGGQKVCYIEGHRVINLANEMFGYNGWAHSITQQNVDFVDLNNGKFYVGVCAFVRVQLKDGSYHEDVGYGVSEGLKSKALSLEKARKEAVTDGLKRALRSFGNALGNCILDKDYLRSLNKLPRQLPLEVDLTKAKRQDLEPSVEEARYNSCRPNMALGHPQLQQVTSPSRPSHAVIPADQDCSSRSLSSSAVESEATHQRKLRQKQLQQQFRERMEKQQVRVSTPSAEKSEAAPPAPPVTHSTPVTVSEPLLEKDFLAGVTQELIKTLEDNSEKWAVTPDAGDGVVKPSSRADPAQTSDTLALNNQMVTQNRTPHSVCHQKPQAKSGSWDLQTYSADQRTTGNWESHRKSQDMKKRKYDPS
E-selectin induc – induces E-selectin expression in human endothelial cells | P16581 | HUVEC E-selectin immunofluorescence imaging; normalized: neutral wells 0, TNF-alpha wells 100 | activation, % at 7.58 µM | 260,000 tested, 0.37% active;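 active = mean E-selectin-positive cell signal at least 10% of the positive control, reached in at least 60% of replicates, without over 20% cell loss; inconclusive = no rule given, readout overlaps actives, possibly toxicity-flagged; inactive = the rest, including those meeting only one limit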;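 also: in these data hits start at about 27%; measured in HUVEC primary endothelial cells; signal is the percent of cells scored E-selectin positive by PE staining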
Target sequence (P16581 whole entry, looked up): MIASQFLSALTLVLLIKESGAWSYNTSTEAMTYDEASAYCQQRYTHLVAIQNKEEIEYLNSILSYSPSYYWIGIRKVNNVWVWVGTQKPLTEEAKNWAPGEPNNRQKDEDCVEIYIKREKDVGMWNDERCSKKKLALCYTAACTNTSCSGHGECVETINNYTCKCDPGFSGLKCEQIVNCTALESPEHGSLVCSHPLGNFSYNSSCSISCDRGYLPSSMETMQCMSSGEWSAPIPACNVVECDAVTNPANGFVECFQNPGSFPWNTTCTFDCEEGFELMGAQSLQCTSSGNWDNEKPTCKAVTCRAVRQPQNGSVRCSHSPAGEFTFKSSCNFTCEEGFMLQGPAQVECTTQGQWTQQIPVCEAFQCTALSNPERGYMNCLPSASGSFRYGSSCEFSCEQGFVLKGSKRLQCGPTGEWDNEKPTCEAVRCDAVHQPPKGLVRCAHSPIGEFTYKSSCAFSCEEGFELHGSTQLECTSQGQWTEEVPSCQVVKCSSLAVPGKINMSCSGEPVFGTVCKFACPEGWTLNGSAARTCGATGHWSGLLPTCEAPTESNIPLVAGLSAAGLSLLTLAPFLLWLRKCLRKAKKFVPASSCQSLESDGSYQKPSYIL
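Test system – human umbilical vein endothelial cells (HUVEC), E-selectin induction · Input – 3,000 HUVEC seeded per well · Buffer or medium – EGM-2, gelatin · Compound dosing – single-point compound dose · Detection – immunofluorescence imaging · Measure – percent E-selectin-positive cells · Controls – TNF-alpha high, DMSO low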
XiGFP reactiv – X-chromosome reactivation activator | 360,000 tested, 0.055% active | XiGFP mouse fibroblasts, % GFP-positive cells imaging, 3 d; cells co-treated with 5-aza-dC sensitizer; scaled so ellipticine positive control = 100% | activation, % at 7.58 µM;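 active = mean normalized replicate activation at least 10% and every replicate at or above 10%; inconclusive = only one of the two criteria met; inactive = mean below 10% and not all replicates reach 10%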;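 also: 0% = median of on-plate neutral control wells and 100% = ellipticine 6 µM median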
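assay system = SV40-immortalized XiGFP fibroblast cells, line 68-5-11 | buffer or medium = DMEM plus 5-aza-dC sensitizer | doses = single-point pinned compound dosing | times = 3-day compound exposure, then 15 min fixation at room temperature | benchmarks = positive control ellipticine, 6 µM final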
Casp6 inh – caspase-6 (human) enzyme inhibition; inhibition, % at 12.5 µM; 350,000 tested, 0.53% active; purified caspase-6, Z-VEID-R110 cleavage fluorescence; P55212;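 active = mean inhibition across replicates at least about 35%, with every replicate also reaching that limit, limit read from the data; inconclusive = only one of the two criteria met; inactive = neither criterion met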;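 also: 0% = median of neutral control wells and 100% = no fluorescence left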
DENV2 CPE – DENV2-induced cell death inhibition; DENV2-infected cells, cytopathic effect rescue, plate reader; CPE inhibition, % at 9.99 µM; 350,000 tested, 1.7% active; AID 651640; in the data active = CPE inhibition above about 20%, passing the limit was not always enough; inconclusive = no clear call, values can overlap the other calls; tested in BHK-21 cells;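 also: 0% = median of neutral control wells and 100% = median of positive control wells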
F508del corr – correctors of CFTR F508del function in bronchial epithelial cells. activity (quench increase), % at 7.58 µM. CFBE cells, YFP halide quenching; stimulated with forskolin plus potentiator P3; % fluorescence drop versus neutral controls. 350,000 tested, 0.36% active. AID 720511;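 active = mean added fluorescence quench of at least 8% versus neutral control, with both replicates also reaching 8%; inconclusive = only one of the mean or replicate conditions met; inactive = mean below 8% and not both replicates reaching 8%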;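 also: cells transiently co-express mutant CFTR-F508del with the halide-sensitive YFP; corrector assay measuring rescue of mutant channel to the surface after 24 h compound exposure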
INS-1E GSIS act – GLuc luminescence reporter in INS-1E cells, primary screen for activators of glucose-dependent secretion of insulin. INS-1E GLuc reporter insulin secretion, 2-3 h. activation, % at 16.6 µM. 370,000 tested, 0.61% active. AID 743287;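 active = lowest replicate activation of at least 40%, so every replicate reaches that level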;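 also: 0% = median of neutral control wells and 100% = median of IBMX positive control wells; some compounds called inactive have numbers as strong as hits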
RAD54 inh – RAD54 (human) branch migration inhibition. inhibition, % at 10.4 µM. 360,000 tested, 0.14% active. AID 602329. RAD54 Holliday junction branch migration, FAM/BHQ fluorescence. Q92698;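 active = mean normalized replicate activity at least 40 and at least half of replicates scoring 40 or more; inconclusive = only one of the two criteria met; inactive = mean below 40 and under half of replicates reaching 40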;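 also: 0% = median of neutral control wells and 100% = median of positive control wells; inhibitors cause a drop in the FAM fluorescence signal; in these data hits start at about 50%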
Starred values were filed as active, the others as inactive; ? = inconclusive; . = no result given; & = joins results of further samples.

SMILES	RAD52 inh	E-selectin induc	XiGFP reactiv	Casp6 inh	DENV2 CPE	F508del corr	INS-1E GSIS act	RAD54 inh
CCn1c(/C=C/c2ccccc2)nc2ccccc2c1=O	0	.	0.2	2	1	0.8	-4	-17
CC[C@H]1C/C=C\Cc2ccccc2[C@H](C(=O)C[C@@H](O)CC(C)=O)OC1=O	-10	.	-0.1	0	-1	-3.2	0	-6
COc1ccc2c(C)cc(SCC(=O)Nc3cc(C(N)=O)cc(C(N)=O)c3)nc2c1	-33	4.5	0.0	0	-3	-1.2	8	0
Cc1cc(CNC(=O)c2cccnc2Cl)c2ccccc2n1	-8	5.2	0.0	4	-4	2.5	-3	-6
CN1C(=O)c2cc(NC(=O)c3cccc(F)c3)ccc2OC[C@H]2O[C@H](CC(=O)NC3CCC3)CC[C@H]21	.	0.1&-0.1	0.2&0.3	.	4&0	-0.8&-0.9	-12&-21	1&-3
Cc1ccc(-c2nc(CN3CCN(c4cnccn4)CC3)c(C)o2)o1	-16	.	0.0	-1	.	0.7	-3	.
O=C(NC1CCCC1)C(c1cccnc1)N(C(=O)c1csnn1)c1ccc(F)cc1 (centres undefined)	-3	.	-0.1	2	3	-1.4	16	-10
CC(C)n1c(-c2ccncc2)n[nH]c1=S	-6	1.7	-0.4	-1	5	-2.8	10	.
CCOC(=O)c1c(C)n(-c2ccc(C)cc2)c2ccc(O)c(CN(C)C)c12	43	.	0.1	0	-2	0.4	-9	37
COC(=O)c1sc(N2C(=O)C(O)=C(C(=O)c3ccc(C)o3)C2c2ccco2)nc1C (centres undefined)	-27	-0.3	-0.2	14	9	1.5	9	10
COc1cc(CC2COC(c3ccc(O)c(OC)c3)C2COC(C)=O)ccc1O (centres undefined)	-10	.	.	58*	8	-2.3	-4	16
O=C1Nc2ccccc2OC1CC(=O)N1CCOCC1 (centres undefined)	1	.	0.0	-1	5	1.7	-1	10
CCN(CC)CCn1c(SCC(=O)NCc2ccccc2)nc2c(sc3ccccc32)c1=O	-18	3.6	0.1	-1	10	0.0	-7	5
CCOc1cc(C(=O)NCCc2ccc(S(N)(=O)=O)cc2)cc(OCC)c1OCC	-6	.	-0.1	3	-2	2.0	20	-6
CCCN1[C@H](CO)[C@H](c2ccc(C3=CCCCC3)cc2)[C@@H]1CNC(=O)COC	-4	0.1	0.0	-1	1	-2.0	-2	.
COC(=O)[C@H]1[C@H](CO)[C@H]2Cn3c(ccc(/C=C/c4ccccc4)c3=O)[C@H]2N1CCC(F)(F)F	-29	0.0	0.1	-2	-1	.	-2	1
O=C(c1ccc(F)cc1)C1CCN(C(=O)c2ccc(F)cc2)CC1	-2	-0.3	0.1	-3	4	-1.8	-12	-9
C[C@H]1CN([C@@H](C)CO)C(=O)Cc2cc(NC(=O)Nc3ccccc3)ccc2O[C@H]1CN(C)Cc1ccc(C(=O)O)cc1	13	1.0	-0.9	-1	?	-2.0	-7	7
COc1cccc(CN2CCNC(=O)C2CC(=O)NC2CCOCC2)c1OC (centres undefined)	-12	.	0.1	2	15	1.1	7	-7
O=C(Oc1cccc(NC2=NS(=O)(=O)c3ccccc32)c1)c1cccnc1	-3	.	0.8	1	-5	0.0	-33	.

One compound at a time (already shown). Screens in order: RAD52 inh	E-selectin induc	XiGFP reactiv	Casp6 inh	DENV2 CPE	F508del corr	INS-1E GSIS act	RAD54 inh
`C[C@H]1CN([C@@H](C)CO)C(=O)Cc2cc(NC(=O)Nc3ccccc3)ccc2O[C@H]1CN(C)Cc1ccc(C(=O)O)cc1` as listed: 13	1.0	-0.9	-1	?	-2.0	-7	7
`CC[C@H]1C/C=C\Cc2ccccc2[C@H](C(=O)C[C@@H](O)CC(C)=O)OC1=O` as listed: -10	.	-0.1	0	-1	-3.2	0	-6

More records follow.
SMILES	RAD52 inh	E-selectin induc	XiGFP reactiv	Casp6 inh	DENV2 CPE	F508del corr	INS-1E GSIS act	RAD54 inh
O=c1[nH]c2ccc(F)cc2[nH]c1=O	-4	.	0.4	42*	-8	.	-5	.
COCCn1c(-c2cccs2)nc2nc3ccccc3nc21	-35	.	0.0	3	2	2.2	.	9
Cc1ccc(C(=O)CCC(=O)NCc2ccccc2)cc1	-17	.	0.0	.	-1	-4.0	-1	7
CC(=O)c1ccc(N2CCN(C(=O)CN(C)S(=O)(=O)c3cnc[nH]3)CC2)cc1	-19	.	0.5	0	-2	3.0	13	.
COc1ccc(NC(=O)CC2C(=O)N(c3ccc(OC)cc3)C(=O)N2Cc2ccc(OC)c(OC)c2)cc1 (centres undefined)	-13	-0.1	0.0	0	5	-0.8	-8	.
C[C@@H]1CN([C@H](C)CO)C(=O)c2cc(NC(=O)c3ccccc3)ccc2O[C@@H](C)CCCCO[C@@H]1CN(C)Cc1ccccc1	.	.	-0.1	.	-14	2.0	-20	13
NS(=O)(=O)c1ccc(CNC(=O)c2cnccn2)cc1	-3	.	0.2	0	-5	3.5	9	-3
CCc1ccc(NC(=O)C2CCN(c3ncnc4c3nc3n4CCCCC3)CC2)cc1	-5	.	0.0	-3	-4	-0.4	-7	-3
CN1C(C(=O)NCc2ccco2)CC2Cn3c(nc4cc5ccccc5cc43)C21 (centres undefined)	-12	0.3	0.0	1	-7	1.9	4	-8
CCOc1ccc(/C=N/NC(=O)c2ccc3nc[nH]c3c2)cc1OC	0	-0.3	0.0	-2	-5	0.4	12	1
CC(COc1ccccc1)N1CCC(CO)(CCc2ccccc2)CC1 (centres undefined)	-13	-3.9	0.0	-2	0	2.8	-7	12
CN(C)Cc1c(C(=O)N/N=C/c2cccc(OCc3c(F)cccc3Cl)c2)nnn1-c1nonc1N	-13	4.2	0.0	-2	-4	-1.5	-10	3
C[C@@H]1CCCCO[C@@H](CN(C)C(=O)c2ccccc2)[C@@H](C)CN([C@H](C)CO)C(=O)c2cc(N(C)C)ccc2O1	-22&-23	-0.1&0.3	0.0&0.1	0&-1&12	7&10&-1	-4.2&0.4&6.0	1&13	-7&-1&-1
COc1ccc(OC)c(N(CC(=O)NCCSCc2ccco2)S(=O)(=O)c2ccccc2)c1	-7	0.2	0.0	7	7	1.3	-17	-49
CC(Oc1ccccc1)C(=O)Nc1cc(Cl)ccc1-n1cncn1 (centres undefined)	-18	2.0	0.0	2	3	-2.8	15	.
C[C@@H]1CN([C@@H](C)CO)C(=O)c2c(c3ccccc3n2C)-c2ccccc2CO[C@H]1CN(C)C(=O)NC1CCCCC1	.	0.6	0.2	.	.	-1.2	3	.
COc1ccc(CN2CCC(CO)(Cc3ccccc3)CC2)cc1Cn1cccn1	-15	-0.6	0.4	-5	-6	4.3	-3	.
COc1ccc(C)cc1N(CC(=O)N/N=C/c1ccccc1C(=O)O)S(=O)(=O)c1ccccc1	-3	.	0.0	4	6	1.6	-6	.
Cc1ccc(S(=O)(=O)N(C)C[C@@H]2Oc3ccc(NS(=O)(=O)c4ccccc4)cc3CC(=O)N([C@@H](C)CO)C[C@H]2C)cc1	.	-0.4&0.0	-1.1&0.0	.	.	1.6	0&-17	4
CCOC(=O)N1CCC(NC(=O)c2cc3c(C)nc4ccccc4c3o2)CC1	-9	0.4	0.1	1	-2	3.6	-1	1
COC(=O)c1ccc(C(=O)O)nc1	0	11	0.2	2	0	-0.8	-11	.
CN(C)CCCNC(=O)C[C@@H]1CC[C@H]2[C@H](COc3ccc(NC(=O)c4ccccc4F)cc3C(=O)N2C)O1	0	0.1	0.3	-86	?	-0.4	4	3
CN(CCN1CCOCC1)Cc1nc(-c2ccc3c(c2)OCO3)no1	-2	8.0	0.1	-5	-3	0.5	-7	.
CC1(C(=O)NS(=O)(=O)c2cccs2)CCN1C(=O)Cc1ccc(-c2ccccc2)cc1 (centres undefined)	-5	0.3	-0.1	-1	-2	1.8	1	-19
CN(CC(=O)NCCCN1CCOCC1)S(=O)(=O)c1ccc(Cl)cc1	-8	-0.1	-0.1	2	?	0.4	.	2
CCN(CC)CCNc1cccc2sc3ccccc3c(=O)c12	35	-0.2	0.0	-7	-3	3.8	.	90*
CO[C@H]1CN(C)C(=O)c2cc(NS(=O)(=O)c3ccc(Oc4ccccc4)cc3)ccc2OC[C@@H](C)NC[C@@H]1C	15	2.0	0.1	-1	-8	-0.9	-6	-2
Cc1ccc(C(=O)NCC(=O)NC2CCCC2)cc1	5	-0.2	0.1	3	-10	0.2	7	-10
C[C@@H]1CN([C@@H](C)CO)C(=O)c2cccc(NS(C)(=O)=O)c2O[C@@H]1CN(C)Cc1ccc(Cl)c(Cl)c1	-11	-10	0.1	-2	3	-1.1	-13	-1
COc1ccc(C2C3=C(CCCC3=O)NC3=C2C(=O)c2ccccc23)cc1 (centres undefined)	-2	-0.1	-0.1	6	14	1.5	-30	8
CCOc1ncccc1C(=O)N1CCN(S(=O)(=O)c2cccs2)CC1	-1	.	0.0	0	-2	0.5	25	-2
O=C(Nc1ccc(S(=O)(=O)Nc2nccs2)cc1)c1ccc(N2C(=O)c3ccccc3C2=O)cc1	-401	.	0.2	1	8	1.4	1	.
O=C(c1ccccn1)N1C[C@@H]2[C@H](c3ccccc31)[C@@H](CO)N2C(=O)C1CCCCC1	1	-0.2	0.0	1	.	2.2	8	6
O=C(C[C@H]1CC[C@@H]2[C@H](COC[C@@H](O)CN2Cc2ccccc2)O1)NCCc1ccccc1	-9	0.0	0.3	-2	-20	-0.5	-14	-3
C[C@H]1CN([C@@H](C)CO)C(=O)c2cc(C#CCc3ccccc3)cnc2O[C@@H]1CN(C)Cc1ccc(C(=O)O)cc1	-21	0.3	0.1	1	15	-0.3	22	-1
CCCS(=O)(=O)c1nc(S(=O)(=O)c2ccc(C)cc2)c(N2CCCCC2)s1	1	-0.2	0.3	-2	?	-0.8	-2	-8
CCOc1cccc(OCCNC2CCCC2)c1	-4	.	0.0	-2	3	-0.7	-6	.
O=C(C[C@H]1CC[C@@H]2[C@H](COC[C@@H](O)CN2C(=O)Nc2cc(Cl)cc(Cl)c2)O1)NCC1CCCCC1	-3	0.5	0.1	1	?	-0.3	-12	12
Cc1noc(C)c1C(=O)OCC(=O)NC1CCCCC1C (centres undefined)	-5	-2.7	0.0	-3	.	-1.5	1	-1
Cn1cnc(CCNC(=O)C[C@H]2CC[C@@H]3[C@H](COC[C@@H](O)CN3C(=O)C3CCCC3)O2)c1	-28	0.0	0.2	1	2	-3.1	4	3
CC(C)C[C@H](NC(=O)c1nc[nH]c1C(=O)NCC(=O)OCc1ccccc1)C(=O)OC(C)(C)C	-2	.	0.0	-4	-2	-0.6	.	1
COc1ccc(Cc2c(-c3ccccc3)nc3c(C)cc(Br)cn23)c(C)c1	-25	0.0	0.1	4	-9	-0.9	-3	6
OC[C@@H]1[C@H](c2ccc(-c3cccnc3)cc2)[C@H]2CN(CC3CC3)CCCCN12	9	-0.2	0.2	3	?	0.1	8	4
NC(=O)[C@@H]1[C@H]2C(=O)O[C@H](c3ccccc3)[C@H](c3ccccc3)N2[C@H](c2ccccc2OCCO)[C@@]12C(=O)Nc1ccccc12	11	.	.	0	-2	-3.1	.	4
CCOc1cccc2cc(C(=O)NCc3ccc(OC)cc3)c(=N)oc12	-31	-4.3	0.0	0	-5	-2.7	4	-7
CC(=O)Oc1ccc2nc(/C=C/c3ccc(C=O)cc3)oc(=O)c2c1	-3	0.1	0.1	6	1	-4.1	-9	-1
